Tb MetRS inh – blocks T. brucei methionyl-tRNA synthetase activity. purified T. brucei MetRS, ATP depletion, Kinase-Glo luminescence. 0.4% of 360,000 active. inhibition, % at 11.9 µM;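 active = inhibition above a per-plate cutoff of the control wells' mean inhibition plus 3 SD, cut at about 5.5% in these data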;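 note: 0% = DMSO wells median and 100% = median of wells with control inhibitor compound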
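Dosing: 11.9 µM compound single dose, 0.9% DMSO; Assay system: purified T. brucei MetRS enzyme; Measured by: Kinase-Glo luciferase luminescence reporting remaining unconsumed ATP; Schedule: 15 min plus 2 h at 25 °C.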
SKN-1 block – blocks SKN-1 activity in C. elegans; C. elegans VP596 Pgst-4::GFP/RFP ratio, acrylamide-induced, 24 h; inhibition, % at 21.8 µM; 0.49% of 360,000 active; AID 624304;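 active = interference check ratio from 0.5 to 1.5 plus GFP to RFP signal ratio inhibition reaching or exceeding a fixed threshold, cut at about 30% in these data, passing the limit was not always enough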; note: some compounds called inactive have numbers as strong as hits
E coli Lon inh – E. coli protease La inhibition; 0.42% of 360,000 active; purified E. coli Lon protease, fluorescence polarization; P0A9M0; inhibition, % at 7.94 µM; in the data active = inhibition above about 13%, passing the limit was not always enough;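 note: 0% = enzyme with probe and DMSO and 100% = no enzyme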
CendR NRP1 mod – NRP-1/CendR interaction modulation | O14786 | FAM-RPARPAR peptide binding to NRP-1, fluorescence polarization | inhibition, % at 25 µM | 0.85% of 360,000 active | AID 602438;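 active = inhibition or corrected inhibition above about 18%, plus a signal ratio from 0.5 to 1.5, limit read from the data, passing the limit was not always enough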; note: strong numbers were not always called active
Target sequence (O14786 whole entry, looked up): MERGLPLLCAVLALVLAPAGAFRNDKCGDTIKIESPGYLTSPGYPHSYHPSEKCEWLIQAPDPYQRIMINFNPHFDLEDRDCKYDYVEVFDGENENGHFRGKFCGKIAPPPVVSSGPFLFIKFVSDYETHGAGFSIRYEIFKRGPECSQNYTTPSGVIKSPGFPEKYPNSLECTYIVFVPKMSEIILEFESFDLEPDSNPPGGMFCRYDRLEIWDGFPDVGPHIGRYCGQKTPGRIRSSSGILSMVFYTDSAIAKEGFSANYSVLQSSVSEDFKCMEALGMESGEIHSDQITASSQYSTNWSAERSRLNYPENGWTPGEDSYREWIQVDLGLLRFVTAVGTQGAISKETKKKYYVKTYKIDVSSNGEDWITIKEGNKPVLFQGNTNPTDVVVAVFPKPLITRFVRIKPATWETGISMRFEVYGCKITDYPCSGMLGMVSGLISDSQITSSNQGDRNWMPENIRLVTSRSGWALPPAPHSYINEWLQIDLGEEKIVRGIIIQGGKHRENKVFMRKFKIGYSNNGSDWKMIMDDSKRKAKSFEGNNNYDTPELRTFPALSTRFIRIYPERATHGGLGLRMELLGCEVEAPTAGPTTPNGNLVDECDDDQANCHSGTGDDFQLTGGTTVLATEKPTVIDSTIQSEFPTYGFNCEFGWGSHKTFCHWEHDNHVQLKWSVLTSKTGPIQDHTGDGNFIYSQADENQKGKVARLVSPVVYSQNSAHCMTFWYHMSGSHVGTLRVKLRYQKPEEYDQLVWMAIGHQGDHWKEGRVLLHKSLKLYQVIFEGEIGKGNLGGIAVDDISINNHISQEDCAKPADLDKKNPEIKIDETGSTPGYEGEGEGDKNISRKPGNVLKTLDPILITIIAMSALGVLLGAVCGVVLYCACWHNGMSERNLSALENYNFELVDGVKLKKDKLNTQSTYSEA
MLLE-PAM2 inh – inhibitors of microRNA-mediated deadenylation, human PABP1 MLLE binding; inhibition, % at 20 µM; 0.36% of 360,000 active; P11940; GST-MLLE / FITC-PAM2 fluorescence polarization; in the data active = inhibition above about 35%, passing the limit was not always enough;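 note: plate controls were DMSO wells with GST-MLLE for no effect and wells lacking GST-MLLE protein for full effect; some results filed as inactive read as strong as hits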
bovine MsrA act – activates bovine MsrA enzyme; purified bovine MsrA, absorbance read-out; activation, % at 10.6 µM; 0.3% of 360,000 active; in the data active = activation above about 7.5%;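 note: 0% = vehicle and 100% = reference activator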
FAS TE block – inhibitors of human fatty acid synthase thioesterase domain | AID 602261 | recombinant FAS-TE, OMFH fluorogenic substrate, fluorescence endpoint | inhibition, % at 15 µM | 0.67% of 360,000 active;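 active = compounds whose normalised, plate-corrected inhibition of enzyme fluorescence in the single-dose primary screen is 50% or more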;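 note: 0% = DMSO with enzyme and 100% = substrate without enzyme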
MT1-MMP act inh – MT1-MMP (human) activation inhibition; P50281; HT1080 RFP-PRO-GFP cells, GFP/RFP ratio fluorescence, overnight; percent of plate control window, DMSO zero; GFP/RFP ratio change, % at 20 µM; 0.061% of 360,000 active; AID 651647;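 active = GFP/RFP ratio change of at least 30% with cell ATP level not reduced by more than half and red fluorescence within 50% of control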; note: strong numbers were not always called active
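Material: RFP-PRO-GFP reporter HT1080 cells. Dosing: single-point 20 µM compound, 1% DMSO. Controls: DMSO and RFP-L50D-GFP cell wells. Timing: cells overnight before dosing, compound overnight, 37 °C, 5% CO2. Measure: GFP/RFP fluorescence ratio.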
MsrA inh – bovine MsrA inhibition. purified bovine MsrA, absorbance read-out. inhibition, % at 15.5 µM. 0.75% of 360,000 active. AID 651718; in the data active = inhibition above about 4.5%;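 note: 0% = vehicle wells with enzyme and 100% = reference inhibitor wells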
* = called active by the depositor; . = no result given.

SMILES	Tb MetRS inh	SKN-1 block	E coli Lon inh	CendR NRP1 mod	MLLE-PAM2 inh	bovine MsrA act	FAS TE block	MT1-MMP act inh	MsrA inh
Cn1c(C(=O)N2CCC(C(=O)N3CCC4(CC3)OCCO4)CC2)cc2sccc21	-0.6	2	-8	5	-2	-4	-5	-1	-0.1
COc1cccc(C(c2nnnn2Cc2ccccc2)N2CCC3(CC2)C(=O)NCN3c2ccccc2)c1OC (configuration not stated)	-0.3	-2	0	3	-3	3	26	2	-0.6
Cc1ccccc1-n1c(/C=C/c2ccccn2)nc2ccccc2c1=O	-1.3	-12	5	6	-2	-5	-2	-3	4.1
CCCCn1c(O)c(C(C)=Nc2cccc(C(=O)O)c2)c(=O)[nH]c1=O	1.3	12	6	-9	5	-1	-4	2	0.3
CN1CCN(c2ccc([N+](=O)[O-])c(Sc3ccccn3)c2)CC1	-0.1	-7	10	28*	15	-8	6	6	3.3
Cn1c(O)c(C=NCCCN2CCCC2=O)c(=O)n(C)c1=O	-0.4	-7	4	4	12	-10	-4	0	-1.2
CCOC(=O)c1cc2ccccc2n1C1CCN(Cc2ccccc2)CC1	-0.5	0	-5	3	.	-2	15	2	-0.6
CN(CCCCC(=O)/C=N/O)Cc1ccccc1 (tested in a mixture with another compound)	-0.4	-5	-3	13	-8	-2	-12	-7	0.2
CCOC(=O)C1CCN(/C=C2/C(=O)NC(=O)N(Cc3ccco3)C2=O)CC1	-0.2	10	-34	-43	-21	2	-5	-4	0.3
CSc1ncc(CN2CCCC(C(=O)c3cccc(Cl)c3)C2)cn1 (configuration not stated)	0.0	3	12	-9	6	-5	16	-2	0.1
Cc1cc(/C=C2\C(=O)NC(=O)N(C)C2=O)c(C)n1-c1ccc2c(c1)OCO2	0.1	-2	-4	2	1	2	-7	-6	-1.3
O=C(Cn1cnc2sc3c(c2c1=O)CCCC3)NCCCC(=O)N1CCC2(CC1)OCCO2	-1.0	-38	-11	8	9	-12	-3	3	0.0
CCCCn1c(O)c(/C=C/C=Nc2ccccc2)c(=O)[nH]c1=O	-0.2	13	-131	-79	-127	-6	-11	-38	3.4
COC(=O)CC(NC(=S)N1CC2C[C@@H](C1)Cn1c2cccc1=O)C(=O)OC (some centres not stated)	-0.9	11	2	-3	-28	-1	-3	-5	-1.0
CC1(C)CC(=O)C(C2(O)C(=O)NC(=O)NC2=O)=C(O)C1	0.2	18	4	4	2	2	-1	-2	-0.6

(cont.)
SMILES	Tb MetRS inh	SKN-1 block	E coli Lon inh	CendR NRP1 mod	MLLE-PAM2 inh	bovine MsrA act	FAS TE block	MT1-MMP act inh	MsrA inh
COc1ccc(C(=O)CC2(CC(=O)c3ccc(OC)cc3)C(=O)N(C)C(=O)N(C)C2=O)cc1	-0.4	0	-9	21	-5	0	2	0	-2.5
CCCCCCCCCCCCCCCC[N+](C)(C)C	-1.5	4	-5	-5	11	-4	-39	-4	-2.1
O=C(Nc1cccc2ccccc12)N1Cc2ccccc2-n2nncc2C1	-1.2	6	2	-1	-10	-4	0	3	0.2
CCOC(=O)c1c(N)n(CCN2CCCCC2)c2nc3ccccc3nc12	-0.1	6	-14	-7	-12	-1	-7	2	1.7
O=C(O)[C@@H]1C[C@H]1[C@@H](NP(=O)(c1ccccc1)c1ccccc1)c1ccccc1	-0.1	28	-2	8	-2	-2	-10	-3	0.1
O=C(Nc1cc(Cl)cc(Cl)c1)N1Cc2ccccc2-n2nncc2C1	-0.5	-4	3	5	12	-6	14	4	1.2
COC(=O)C1=C(c2cccc(C#N)c2)C[C@@H]2CC[C@H]1N2C(=O)NCc1ccc(F)cc1	0.0	16	-2	0	-9	2	-3	0	-0.5
Fc1ccc(C2=CCN(C(c3ccc(Cl)cc3)c3nnnn3Cc3ccccc3)CC2)cc1 (configuration not stated)	-0.4	-1	-5	4	-3	-3	25	-13	1.3
O=C1OC(c2ccc(Cl)cc2)=N/C1=C\N1CC2CC(C1)c1cccc(=O)n1C2 (configuration not stated)	-0.8	0	-2	1	-8	-7	6	2	3.1
COc1ccc(/C=C2/C(=O)NC(=S)N(C3CC3)C2=O)cc1CN1C(=O)c2ccccc2C1=O	0.7	3	-5	-22	26	-5	-2	-5	-0.3
COc1ccc(CCn2c(O)c(C=NCc3cccnc3)c(=O)[nH]c2=O)cc1OC	0.5	-1	2	12	15	-1	-2	-5	-2.3
COC(=O)C1=C(c2ccc(OCc3ccccc3)cc2)C[C@@H]2CC[C@H]1N2C(=O)NCc1cccc(F)c1	-0.7	-13	3	-10	9	-6	29	-11	1.6
O=P(Nc1ccccc1)(Oc1ccccc1)Oc1ccccc1	0.2	6	6	14	12	-2	18	-4	0.2
N#CC(C#N)=Cc1ccc(N2CCCC2)cc1	-0.1	13	-53	-47	-95	-2	-8	-28	-0.1
CCCCn1c(O)c(C(CC)=NCc2cccnc2)c(=O)[nH]c1=O	-0.3	2	-5	3	-16	-3	-3	-1	0.0

Three entries already listed, ordered by formula weight, low to high.
SMILES	Tb MetRS inh	SKN-1 block	E coli Lon inh	CendR NRP1 mod	MLLE-PAM2 inh	bovine MsrA act	FAS TE block	MT1-MMP act inh	MsrA inh
N#CC(C#N)=Cc1ccc(N2CCCC2)cc1	-0.1	13	-53	-47	-95	-2	-8	-28	-0.1
O=P(Nc1ccccc1)(Oc1ccccc1)Oc1ccccc1	0.2	6	6	14	12	-2	18	-4	0.2
Fc1ccc(C2=CCN(C(c3ccc(Cl)cc3)c3nnnn3Cc3ccccc3)CC2)cc1 (configuration not stated)	-0.4	-1	-5	4	-3	-3	25	-13	1.3

Other results.
SMILES	Tb MetRS inh	SKN-1 block	E coli Lon inh	CendR NRP1 mod	MLLE-PAM2 inh	bovine MsrA act	FAS TE block	MT1-MMP act inh	MsrA inh
O=C1NC(=O)C2(Cc3ccccc3N3CCOCC32)C(=O)N1c1ccccc1 (configuration not stated)	-0.6	10	-3	0	3	1	-5	-2	0.9
C[n+]1ccc(-c2ccncc2)cc1	-0.1	-7	-4	-3	-113	-1	-6	-5	0.3
Oc1ccccc1-[n+]1c(-c2ccccc2)cc(-c2ccccc2)cc1-c1ccccc1	-0.1	-8	-11	-33	-8	-2	-18	-14	0.2
CC[C@H]1CN(C)CCc2c([nH]c3ccccc23)C(=O)C[C@@H]1/C(=C\OC)C(=O)OC	1.1	10	-4	-4	10	-2	-3	-11	-0.6
O=C(O)c1nn(Cc2ccc(Cl)cc2Cl)c2ccccc12	-0.2	1	4	-6	11	-3	-4	0	0.5
O=C(Cc1ccccc1)N1CCN(Cc2ccc(Cl)cc2)CC1	-0.9	-15	4	-5	-6	-9	0	5	-0.1
O=c1[nH]c(=O)n(-c2ccc(F)cc2)c(O)c1C=Nc1ccccc1N1CCCC1	-1.1	-6	-6	6	-58	-5	-16	3	1.8
O=c1c2ccccc2nc(/C=C/c2ccccc2F)n1-c1ccccc1O	-1.3	5	5	-4	-7	-7	6	-5	1.1
COc1ccccc1N1CCN(Cc2ccc3c(c2)OCO3)CC1	1.9	-15	4	-2	-16	-4	1	1	1.0
CCC(C)C12CN3CCN(CC(C)(C3)C1=O)C2 (configuration not stated)	-1.6	5	-3	-4	20	-3	-8	5	1.2
CCCC12CN3CN(C1)CC(CCC)(C3)C2O (configuration not stated)	-0.3	8	1	2	-11	-2	-9	-3	-0.7
Cc1cc(C)c(C)c(C(O)(C(=O)O)c2ccccc2)c1 (configuration not stated)	-0.3	5	1	7	2	-8	-11	-8	-1.7
CCN1CCN(c2cn[nH]c(=O)c2Cl)CC1	-1.0	-5	-3	1	-4	-6	-6	3	2.7
CCOc1ccc(N2C(=O)/C(=C/c3ccc(C)o3)C(=O)NC2=S)cc1	-0.4	3	-46	-209	-42	-4	-2	-15	0.9
CC(=O)O[C@H]1CCC2C3CCC4=CC(=O)CCC4=C3C=C[C@@]21C (some centres not stated)	0.2	12	6	-6	-2	-2	0	0	1.8

Additional results follow.
SMILES	Tb MetRS inh	SKN-1 block	E coli Lon inh	CendR NRP1 mod	MLLE-PAM2 inh	bovine MsrA act	FAS TE block	MT1-MMP act inh	MsrA inh
CCCCCCOc1ccc(CN2CCN(CC)CC2)cc1	-0.8	15	-5	-3	-1	-8	-5	-1	-0.9
CN(C)C(=O)Oc1ccc(OCc2cccc[n+]2C)cc1	-0.4	10	-15	-4	3	-1	-9	5	2.9
O=C1NCN(c2ccccc2)C12CCN(C(CCc1ccccc1)c1nnnn1Cc1ccccc1)CC2 (configuration not stated)	0.2	2	7	-5	2	0	27	8	1.3
CC1(C)CC[C@]2(C)CC[C@]3(C)C4C[C@@H]5OO[C@@]6(O5)C(CCCC6(C)C)[C@]4(C)CC[C@@]3(C)C2C1 (some centres not stated)	1.3	-6	-9	-2	7	0	20	-6	.
O=c1ccc2c(O)c3ccoc3cc2o1	-0.9	-16	-4	-6	-5	-4	-3	3	-0.5
CCC(=O)c1c(O)n(C2CCCCCC2)c(=O)[nH]c1=O	-0.7	-5	-24	-12	-14	-2	-6	-12	-0.8
CC1CC(OC(=O)c2ccccc2)CC(C)N1C (configuration not stated)	0.3	0	4	5	10	-3	-3	2	0.2
COC(=O)C1=C(c2ccc(Cl)c(C(F)(F)F)c2)C[C@@H]2CC[C@H]1N2C(=O)N1CCOCC1	-0.3	6	10	0	4	-2	8	0	-0.3
CCCC(=O)c1cc(CP(=O)(OCC)OCC)oc1C	-0.7	-3	-3	8	16	-3	-5	0	-0.4
O=c1[nH]c(=O)n(-c2cccc(F)c2)c(O)c1/C=C1\C=Nc2ccccc21	0.3	20	-124	1	105	-2	-3	-9	1.0
COC(=O)[C@@H]1C(OC(=O)c2ccccc2)CC2CCC1N2C (some centres not stated)	0.3	9	-12	-2	6	1	-3	0	1.8
CCOC(=O)[C@]12Cc3cc(C)ccc3[C@H]1N(CCC(=O)OC)C(=O)c1cc(OC)ccc12	0.0	1	0	-2	.	-2	25	-7	-0.7
O=C1OC(c2ccc(Br)cc2)=N/C1=C\N1CC2CC(C1)c1cccc(=O)n1C2 (configuration not stated)	-0.2	-8	1	-2	5	-4	6	-7	3.6
FC(F)(F)c1ccccc1NC1=NCCCS1	0.8	17	12	2	-5	-2	-6	3	0.1
Cc1oc(-c2ccccc2)nc1CN1C(=O)CN=C(c2ccccc2)c2ccccc21	-0.1	-13	2	3	-11	-1	9	-6	-0.8

Additional structures follow.
SMILES	Tb MetRS inh	SKN-1 block	E coli Lon inh	CendR NRP1 mod	MLLE-PAM2 inh	bovine MsrA act	FAS TE block	MT1-MMP act inh	MsrA inh
O=C(C1CCC(=O)N1C1CCCCC1)N1CCC2(CC1)OCCO2 (configuration not stated)	0.1	13	0	4	-2	-3	-9	-2	-0.6
Cc1ccc(S(=O)(=O)N2Cc3cc(N4CCOCC4)ccc3-n3nncc3C2)cc1	0.3	8	-11	9	3	-2	-4	2	0.9
O=[N+]([O-])c1ccc(N2CCOCC2)c2ccncc12	-0.2	0	7	-11	3	0	2	-7	0.4
CNP1(NC)=NC(C(F)(F)F)=NC(C(F)(F)F)=N1	0.3	7	3	11	-13	-2	-8	-3	-0.4
COc1cccc(CNCCc2ccc(F)cc2)c1	-0.9	2	4	4	4	0	-1	-1	0.3
Cc1ccc(/C=C2/C(=O)NC(=O)N(CCc3ccc(F)cc3)C2=O)o1	-0.9	50	-19	-24	-30	-3	-2	-44	-0.4
CCC(=O)N1CC(=O)Nc2ccc(Cl)cc2C1c1ccc(F)cc1 (configuration not stated)	-0.3	-13	-5	6	-5	-3	-3	-2	0.2
COC(=O)C1C2c3ccccc3OC1(C)N=c1s/c(=C/c3cnn(C)c3C)c(=O)n12 (configuration not stated)	-0.1	6	-3	0	-8	1	-2	1	0.5
CCn1nc(-c2ccccc2)nc2c(=O)n(C)c(=O)nc1-2	27*	5	83*	-1	-1	37*	-7	3	.

This is a subset (hit frequency here may not be typical).
